TAG inh: inhibitors of triacylglycerol accumulation; 230,000 compounds, 0.66% hits; inhibition, % at 12.5 µM; H9c2 cells, Nile Red lipid (TAG) fluorescence; cells loaded with 200 µM oleic acid;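 active = pattern-corrected inhibition of lipid staining of at least 50% with the nuclear-stain viability signal not falling by more than 50%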;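 note: 0% = DMSO wells and 100% = triacsin C control wells; some results filed as inactive read as strong as hits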
TAG inh DAPI viability: further read-out of TAG inh, marked with its call; DAPI nuclei signal change (viability), lower = more cytotoxic, %;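 whole-well DAPI fluorescence read on a plate reader as a viability signal; minus 50 percent equals half of cells still viable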
* = called active by the depositor. Some of the compounds tested; count on the stated rates, not on these rows.

Values run as follows: TAG inh DAPI viability, TAG inh
O=C(O)c1cccc(COc2cccc3ccccc23)c1
 : -7.3, 4.9
O=C(C1CCCO1)N1CCN(C(=S)NC2CC2)CC1 (stereo not drawn)
 : 2.1, 12.4
CCOC(=O)c1c(C)cccc1OCC(N)=O
 : -3.5, 8.2
Cc1cc(C)n(CCC(=O)N/N=C/c2cccc([N+](=O)[O-])c2)n1
 : 0.2, -11.4
Cc1cccc(NC(=O)c2cc3ccccc3oc2=O)c1
 : 1.6, -3.9
Cc1ccc(C(C(=O)NC2CCCCC2)N(C(=O)c2csnn2)C2CC2)o1 (stereo not drawn)
 : -2.6, 10.6
C[C@@H]1C(c2ccc(F)cc2)=NN(c2ccccc2)[C@H]1C(=O)N1CCOC1=O
 : 12.6, 1.1
CCCSc1nc(C)cc(C)c1S(C)(=O)=O
 : -8.3, -0.4
COc1cc(/C=N/N=C(\N)c2nonc2N)ccc1O
 : -8.7, -6.9
CN(C)Cc1c(O)ccc2oc(Cc3ccccc3)cc12
 : 11.6, 26.3
Cc1ccc(S(=O)(=O)NCC(=O)NCC(=O)OC(C(=O)NC(N)=O)C(C)C)cc1C (stereo not drawn)
 : 7.3, -3.5
O=C(COC(=O)c1cccs1)Nc1cccc(Cl)c1
 : -1.0, -7.1
COc1ccc(/C=C/C(=O)OCC(=O)NC2CCCCC2C)c(OC)c1 (stereo not drawn)
 : -10.2, 1.8
CSc1ccc(CN(C)CC(=O)NC(C)c2ccccc2)cc1 (stereo not drawn)
 : 6.5, -21.7
Cc1csc(NC(=O)C2CCCCN2S(=O)(=O)c2ccccc2)n1 (stereo not drawn)
 : -2.4, -6.1
COc1cc(/C=C/C(=O)OCC(=O)Nc2cc(C)on2)ccc1OCC#N
 : 0.2, -14.1
CCN(CC)C(=O)c1sc2nc(-c3ccccn3)[nH]c(=O)c2c1C
 : -16.0, 37.4
O=C(CSc1nc(COc2ccccc2)nc2ccccc12)NC1CCCC1
 : -3.2, 0.8
CCC(Sc1nc2ncccc2[nH]1)C(=O)N1CCOCC1 (stereo not drawn)
 : -1.7, 10.1
Cc1cc(Cl)c(S(=O)(=O)N2CCN(c3ccccc3)CC2)cc1OCC(N)=O
 : -11.7, -2.5
Cn1c(=O)n(C)c2cc(NC(=O)COc3ccc(Cl)cc3)ccc21
 : -6.3, -1.0
C=CCNC(=O)/C(C#N)=C/c1ccccc1[N+](=O)[O-]
 : -3.3, 3.1
CC1CCN(S(=O)(=O)c2ccc(C(=O)NCc3cccnc3)cc2)CC1
 : 0.8, 1.7
O=C(COC(=O)Cc1c(F)cccc1Cl)Nc1nnc(-c2ccccc2)o1
 : -1.2, 2.3
CN(C)c1cccc(NC2=CC(=[N+]3CCOCC3)CC(C)(C)C2)c1
 : 2.3, -1.6
CC1(C)CC(=O)C=C(N=CC2=C(O)CC(C)(C)CC2=O)C1
 : 4.5, -8.6
Cc1ccccc1C(=O)NC(=S)N(Cc1ccccc1)c1ccccn1
 : -1.1, -0.3
Cc1ccc(S(=O)(=O)CCC(=O)OCC(=O)NCc2ccc(F)cc2)cc1
 : 3.6, -0.3
COCCC(=O)N1CCC(Oc2ccc(C(=O)NCCc3cn[nH]c3)cc2)CC1
 : 0.0, -4.2
Cc1cc(Nc2ncc(Cl)cc2Cl)n[nH]1
 : -3.0, -4.9
COc1cccc(C2CC(c3cccc(Br)c3)n3nc(N)nc3N2)c1 (stereo not drawn)
 : -1.2, -5.1
O=C(Nc1ccc(CN2CCOCC2)cc1)c1ccc(-c2ccc(Cl)cc2Cl)o1
 : 22.8, -4.4
O=C(CN1c2cccc3cccc(c23)S1(=O)=O)N1CCN(c2ccc(F)cc2)CC1
 : 1.9, -13.1
COc1ccc(CCC(=O)NCC(c2ccco2)N2CCc3ccccc32)cc1 (stereo not drawn)
 : 0.8, -1.2
O=C(COC(=O)c1cc([N+](=O)[O-])ccc1NCc1ccccc1)NC1CCCc2ccccc21 (stereo not drawn)
 : -11.0, 10.3
O=[N+]([O-])c1ccc(N2CCN(CCOCCO)CC2)c([N+](=O)[O-])c1
 : 0.7, -3.1
CCOc1cc(CNCc2cc(OC)cc(OC)c2)ccc1OC
 : 1.9, -17.5
CCOC(=O)C1(Cc2cccc(OC)c2)CCN(Cc2ccc(OC)c(O)c2)CC1
 : 9.3, -2.4
CCc1nc2ccc(C(=O)NCCOc3ccc(OC)cc3)cn2c1N(C=O)Cc1ccc(OC)cc1
 : 15.4, 0.0
CCOC(=O)CC(=O)CSc1[nH]c(=O)cc(C)c1C#N
 : 11.4, -11.4
CC(NC(=O)c1ccccc1NC(=O)c1ccco1)C(=O)O (stereo not drawn)
 : -0.7, -7.7
Cc1c(Cl)cccc1NC(=O)CCCn1cnc([N+](=O)[O-])n1
 : 3.7, -12.8
CC(NC(=O)c1c(Cl)cnn1C)C1CCCO1 (stereo not drawn)
 : 1.5, -8.1
O=C(COc1ccccc1)NC1CCSC1=O (stereo not drawn)
 : -3.8, -5.6
COc1cc(OC)cc(-c2nc3ccccc3c(=O)n2OC(=O)c2ccc(Br)cc2)c1
 : -1.1, 6.9

Nothing new here: four of the compounds above.
Values run as follows: TAG inh DAPI viability, TAG inh
Cc1c(Cl)cccc1NC(=O)CCCn1cnc([N+](=O)[O-])n1
 : 3.7, -12.8
CC(NC(=O)c1c(Cl)cnn1C)C1CCCO1 (stereo not drawn)
 : 1.5, -8.1
O=C(COc1ccccc1)NC1CCSC1=O (stereo not drawn)
 : -3.8, -5.6
COc1cc(OC)cc(-c2nc3ccccc3c(=O)n2OC(=O)c2ccc(Br)cc2)c1
 : -1.1, 6.9

Other results
Values run as follows: TAG inh DAPI viability, TAG inh
CC(=O)NN(O)C1N(C)C(=O)N(Cc2ccccc2)C1(C)C (stereo not drawn)
 : -1.5, 7.9
Cc1ccc(NC(=O)c2cc(S(=O)(=O)N3CCCCC3)ccc2N2CCOCC2)cc1S(=O)(=O)N(C)C
 : -16.5, 19.7
Cc1ccccc1C(=O)NNC(=S)NC(=O)c1ccccc1
 : 2.4, 5.2
O=C(O)c1ccc(-c2ccccc2Cl)o1
 : -0.5, -4.4
COC(=O)c1cccc(C#CC(NP(=O)(c2ccccc2)c2ccccc2)c2ccccc2)c1 (stereo not drawn)
 : -12.5, 8.3
COc1ccc(CCNS(=O)(=O)CCNC(=O)c2ccccc2)cc1
 : 0.5, -1.9
Cc1ccccc1Cn1c(C)c(C(=O)NCC(C)C)sc1=O
 : -2.9, 17.5
C/C(=N\N=C1\NC(=O)C(CC(=O)Nc2ccc(Cl)cc2)S1)c1ccco1 (stereo not drawn)
 : 16.4, -8.0
CN(C)CCCNC(=O)C[C@H]1C[C@H](C(=O)N2CCOCC2)[C@@]2(C)c3[nH]c4cc(CCC(=O)N(C)C)ccc4c3CCN2C1=O
 : 8.5, -4.0
CCC1SC2=NC(C)=C(C(=O)OC)C(c3ccc(C(=O)OC)cc3)N2C1=O (stereo not drawn)
 : -1.0, -19.5
CCCCn1c(N)c(N(CCOC)C(=O)c2cc(S(=O)(=O)N3CCCCC3)ccc2C)c(=O)[nH]c1=O
 : -7.5, 22.6
O=C(O)c1ccccc1C(=O)c1ccc(Br)s1
 : -10.0, 9.1
CCOC(=O)c1c(NC(=O)c2cccs2)sc2c1CCN(C(=O)OCC)C2
 : 3.2, 10.7
COc1ccc(Br)cc1/C=C/C(=O)OCC(=O)NCCc1ccc(S(N)(=O)=O)cc1
 : 3.1, 1.2
Fc1cc(F)c(C2SCCN2C(=S)Nc2cccc(C(F)(F)F)c2)c(F)c1 (stereo not drawn)
 : 8.2, 3.1
COCCNC(=O)C(=O)NCC1CCCN1S(=O)(=O)c1cccs1 (stereo not drawn)
 : 14.5, -2.4
COc1ccc(Cl)cc1C=CC=NNS(=O)(=O)c1ccc(C)cc1
 : -19.5, 26.9
Cc1cccc(/C(N)=N/OC(=O)c2ccc3c(c2)OCO3)c1
 : -1.2, -5.8
CCOCCCNC(=O)CN1CCN(S(=O)(=O)c2ccc3c(c2)CCC3)CC1
 : -12.2, 6.3
CCCNC(=O)C1CCN(S(=O)(=O)c2c(C)noc2/C=C\c2ccc(OC)cc2)CC1
 : 0.4, 4.5
CC(=O)Nc1ccc(NC(C)=O)c(NC2OCC(O)C(O)C2O)c1 (stereo not drawn)
 : 5.9, -5.3
Cc1noc(C)c1S(=O)(=O)N1CCC(C(=O)N2CCN(C(=O)c3ccco3)CC2)CC1
 : 10.0, 9.2
CCC1CCCCN1CCCNC(=O)c1ccc2c(=O)n(Cc3ccc(OC)cc3)c(=O)[nH]c2c1 (stereo not drawn)
 : 7.2, 17.0
CC(=O)Nc1ccc(Oc2ccccc2)cc1
 : -14.1, 11.7
CCCn1c(SCC(=O)NCc2ccc(Cl)cc2)n[nH]c1=O
 : 3.1, -15.3
C[C@H](CO)N1C[C@H](C)[C@H](CN(C)S(=O)(=O)c2cccc(F)c2)Oc2ncc(-c3cccc(C(=O)N(C)C)c3)cc2C1=O
 : 7.3, 7.7
COc1ccc(C(=O)COC(=O)[C@@H](NS(=O)(=O)c2ccccc2)C(C)C)cc1
 : 2.7, -9.3
COc1cc(C)nc(-c2csc(C)n2)n1
 : 0.2, -7.1
Nc1c(Br)cc(Br)c(N2CCCC2=O)c1Br
 : 3.7, 0.5
CC(=O)Nc1ccc(S(=O)(=O)N2C3CCCC2CC(NC(=O)C2CCCCC2)C3)cc1 (stereo not drawn)
 : 7.0, 0.5
CCOC(=O)[C@@H]1[C@H]2COc3cc(OC)ccc3[C@@H]2N2C(=O)N(c3ccccc3)C(=O)[C@@]12C
 : -0.2, -9.8
O=C(CSc1nnc(-c2ccncc2)o1)NCc1ccccc1Cl
 : 1.7, 5.9
CCN(CC)S(=O)(=O)c1cccc(NC(=O)CN(C)Cc2cccc(OC)c2)c1
 : 7.5, -25.1
O=c1c2cc(NC(=S)NCc3cccnc3)ccc2nc2n1CCCCC2
 : -1.5, 2.8
C(=C\c1ccco1)/c1ccc2ccccc2n1
 : -1.6, 12.5
COc1cccc(C(=O)N2CCN(Cc3nc(CC4CC4)no3)CC2)c1
 : 7.9, 1.5
COc1cccc(/C=C/C(=O)OCC(=O)NCCNC(=O)COC(=O)/C=C/c2cccc(OC)c2)c1
 : -3.3, -10.9
CCOC(=O)N1CCN(C(=O)c2ccc(NS(=O)(=O)c3ccc(F)cc3)cc2)CC1
 : 1.6, -5.8
Cc1oc(-c2ccccc2)cc1C(=O)Nc1ccccc1
 : 5.0, -2.8
CCN(CC)CCNc1nc(-c2ccc(OC)cc2)c(-c2ccc(OC)cc2)s1
 : 7.3, 16.8
O=S(=O)(c1ccccc1)N(CC(O)CN1CCCCC1)c1ccccc1 (stereo not drawn)
 : 2.7, 13.6
O=C(O)C(c1ccccc1)N1CCCC1 (stereo not drawn)
 : 8.8, -14.8
CCOC(=O)C1=C(C)OC2(O)c3ccccc3C(=O)C12O (stereo not drawn)
 : 11.4, -9.6
CC1CCN(CCNC(=O)CCS(=O)(=O)c2ccc(Br)cc2)CC1
 : 1.9, 4.8
Cc1sc2ncnc(OCC(=O)N3CC(=O)Nc4ccccc43)c2c1C
 : 52.2, 9.3
Cc1cc(NC(=O)COC(=O)c2ccc(S(=O)(=O)N3CCCc4ccccc43)cc2)no1
 : -8.5, 10.0
COc1cccc2cc(-c3nnc(SCC(=O)Nc4nc(C)cs4)n3C)oc12
 : 21.7, 32.8
Cc1cccc(C(=O)Nc2scc(-c3ccc(Br)cc3)c2C(=O)O)c1
 : 1.0, 1.8
O=C(Nc1ccc(Cl)cc1Cl)Nn1cnnc1
 : -8.6, -2.2
Cc1nc2ccc(S(=O)(=O)NC(C(=O)NCc3ccco3)C(C)C)cc2s1 (stereo not drawn)
 : 6.2, -13.2
CCc1ccc(N2CC(O)=C(c3nc4ccccc4c(=O)[nH]3)C2=N)cc1
 : 9.6, -15.3
COC(=O)c1ccc(Cn2c(O)c(N=O)c3ccccc32)o1
 : 1.4, -3.0
O=C(CSc1ccccc1F)NNC(=O)c1cncc(Br)c1
 : 9.1, -0.6
COc1ccc(C(C(=O)NC2CCCCC2)N(CC2CCCO2)C(=O)C2COc3ccccc3O2)cc1OC (stereo not drawn)
 : -5.8, 29.0
O=C(NCCCn1ccnc1)C(=O)NCC(c1ccco1)N1CCN(c2ccccc2)CC1 (stereo not drawn)
 : -15.0, 24.2
CCCC(=O)NC(=S)Nc1ccccc1F
 : -15.2, 10.0
COc1ccc(C2(C)NC(=O)N(CC(=O)c3cc(C)n(C4CC4)c3C)C2=O)cc1OC (stereo not drawn)
 : 8.8, -13.3
CCOC(=O)c1oc2cc(O)cc(C)c2c(=O)c1-c1cscn1
 : -0.2, -4.7
CCOC(=O)Cc1csc(NC(=O)CCNS(=O)(=O)c2ccc3c(c2)CCC(=O)N3)n1
 : -5.0, -10.2
Cc1[nH]c2ccccc2c1/C=N/NC(=O)Nc1ccccc1
 : 14.3, 10.2

Going on with the list.
Values run as follows: TAG inh DAPI viability, TAG inh
CCCC(=O)N(C)c1nnc(-c2ccc(OC)cc2)s1
 : -5.8, -7.2
Cc1cc(C)n(-c2nnc(Cl)c3ccccc23)n1
 : -5.0, -7.5
CC1(C)CCCN(Cc2c(O)ccc3c(=O)c(-c4nc5ccccc5s4)c(N)oc23)C1
 : 27.9*, 55.4*
CCc1ccc2[nH]c(=O)c(C(c3nnnn3CCOC)N3CCN(c4ccccc4F)CC3)cc2c1 (stereo not drawn)
 : -5.8, 2.8
O=C(CCC(=O)Nc1nnc(C2CCCCC2)s1)NCc1cccs1
 : -8.8, 14.3
COc1ccccc1CNc1nc(NC(C)C)nc2ccsc12
 : 8.0, -1.3
O=C(Nc1nnc(-c2cccs2)o1)c1ccco1
 : -2.0, -1.3
CCc1ccc(NC(=O)COC(=O)CCCC2=NS(=O)(=O)c3ccccc3N2)cc1
 : -3.6, 4.6
COc1ccc(N=Cc2c[nH][nH]c2=O)cc1
 : -11.3, 15.9
COCCn1nnnc1C(c1ccc(OC)cc1OC)N1CCN(c2ccccc2)CC1 (stereo not drawn)
 : -4.9, -3.1
Cc1cc(C)c(S(=O)(=O)NCC(=O)NCc2ccccn2)c(C)c1
 : -1.6, -3.3
CCOC(=O)/C=C/C(=O)Nc1ccc(Oc2ccccc2)cc1
 : -9.0, 19.4

Source: PubChem
